High-throughput results as filed in PubChem BioAssay.
SMARCA2 activ: SMARCA2 (BRM) function activators, primary screen, cell-based, luminescence, high throughput | activation, % at 9.1 µM | MG213 cells, MMTV-luciferase reporter, dexamethasone, overnight | 370,000 tested, 1% active | AID 652017, 2013; in the data active = activation above about 7.8%;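 also: 0% = vehicle wells and 100% = reference activator wells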
sPLA2-III inh: human group III sPLA2 inhibitors, primary screen, biochemical, QFRET, BODIPY PC-A2 liposome substrate. Group 3 secretory phospholipase A2 (Homo sapiens), Q9NZ20. QFRET BODIPY PC-A2 liposome hydrolysis, fluorescence. inhibition, % at 12.2 µM. 370,000 tested, 0.56% active. AID 743126, 2013;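 active = inhibition above mean plus 3 SD of compounds lying within the high and low control bounds, cut at about 19% in these data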;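 also: 0% = median of test compound wells and 100% = no enzyme DMSO wells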
KLK7 zymogen act: proKLK7 zymogen activators, primary screen, biochemical, fluorescence intensity | Kallikrein-7 (Homo sapiens), P49862 | purified proKLK7, EDANS-DABCYL substrate fluorescence; 100% is mature enzyme control, 0% vehicle | activation, % at 7 µM | 370,000 tested, 0.9% active;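 active = activation above the mean of all tested compounds plus 3 SD, computed per campaign excluding outliers beyond control limits, cut at about 13% in these data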
hgDAF12 agonist: H. glycines DAF-12 receptor agonists, primary screen, cell-based, luminescence, HEK293, GAL4 fusion, UAS-luciferase. AID 687014, 2013. Nuclear hormone receptor DAF-12 (Heterodera glycines), GAL4 fusion. 370,000 tested, 1.8% active. activation, % at 6.8 µM. HEK293 GAL4-hgDAF12 UAS-luciferase reporter, agonist luminescence; normalized to butyrate control;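 active = activation above a cutoff set at the mean of all screened compounds plus 3 SD, cut at about 10% in these data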;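 also: 0% = DMSO wells and 100% = sodium butyrate wells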
hcDAF12 agonist: H. contortus DAF-12 nuclear receptor activators, primary screen, cell-based, luminescence, HEK293, lit1-tk-luc reporter. HEK293 hcDAF-12 lit1-tk-luc reporter; 0% DMSO, 100% Δ7-dafachronic acid. activation, % at 6.8 µM. 370,000 tested, 1.4% active. AID 652067, 2013;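 active = activation above the mean of all tested compounds plus 3 SD, cut at about 5.5% in these data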;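 also: 100% = response to 3 µM Δ7-dafachronic acid high control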
GC-B act: human GC-B receptor activators, primary screen, HEK293 GC-B cells, cGMP TR-FRET, EC30 CNP; activation, % at 10 µM; Atrial natriuretic peptide receptor 2 (Homo sapiens), P20594; 370,000 tested, 0.11% active; AID 1920062, 2024; 0% at EC30 CNP, 100% saturating CNP;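 active = activation at 10 µM reaching about 35% in either raw or pattern-adjusted values, limit read from the data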
DAX1 inh-1: DAX1 (NR0B1) inhibitors, primary screen, cell-based, HEK293, Gal4-DAX1, luciferase luminescence; Nuclear receptor subfamily 0 group B member 1 (Homo sapiens), P51843; inhibition, % at 6.75 µM; 340,000 tested, 0.99% active; HEK293 Gal4-DAX1 luciferase reporter; AID 504766, 2011;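 active = inhibition above the mean over all tested compounds plus 3 SD, cut at about 4.2% in these data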;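 also: 0% = DAX1-transfected cells with DMSO and 100% = empty-vector control cells with DMSO; inhibition shows as a rise in luminescence from relieved DAX1 repression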
ssDAF-12 act: S. stercoralis DAF-12 nuclear receptor activators, primary screen, cell-based, luminescence, HEK293, GRIP1 co-expression, lit1-tk-luc | Nuclear hormone receptor DAF-12 (Strongyloides stercoralis) | HEK293 ssDAF-12/GRIP1 lit1-tk-luc reporter; % of 3 µM dafachronic acid response | activation, % at 6.8 µM | 370,000 tested, 1% active;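 active = activation above the mean over all tested compounds plus 3 SD, cut at about 0.9% in these data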;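 also: 0% = DMSO-only wells and 100% = 3 µM delta7-dafachronic acid wells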
GC-A act: GC-A stimulated cGMP production enhancers – HEK293 GC-A cells, cGMP TR-FRET, EC30 ANP, primary screen | 370,000 tested, 0.14% active | activation, % at 10 µM | Atrial natriuretic peptide receptor 1 (Homo sapiens), P16066 | 0% at EC30 ANP, 100% saturating ANP; in the data active = activation above about 40%
Target sequence (P16066 whole entry, looked up): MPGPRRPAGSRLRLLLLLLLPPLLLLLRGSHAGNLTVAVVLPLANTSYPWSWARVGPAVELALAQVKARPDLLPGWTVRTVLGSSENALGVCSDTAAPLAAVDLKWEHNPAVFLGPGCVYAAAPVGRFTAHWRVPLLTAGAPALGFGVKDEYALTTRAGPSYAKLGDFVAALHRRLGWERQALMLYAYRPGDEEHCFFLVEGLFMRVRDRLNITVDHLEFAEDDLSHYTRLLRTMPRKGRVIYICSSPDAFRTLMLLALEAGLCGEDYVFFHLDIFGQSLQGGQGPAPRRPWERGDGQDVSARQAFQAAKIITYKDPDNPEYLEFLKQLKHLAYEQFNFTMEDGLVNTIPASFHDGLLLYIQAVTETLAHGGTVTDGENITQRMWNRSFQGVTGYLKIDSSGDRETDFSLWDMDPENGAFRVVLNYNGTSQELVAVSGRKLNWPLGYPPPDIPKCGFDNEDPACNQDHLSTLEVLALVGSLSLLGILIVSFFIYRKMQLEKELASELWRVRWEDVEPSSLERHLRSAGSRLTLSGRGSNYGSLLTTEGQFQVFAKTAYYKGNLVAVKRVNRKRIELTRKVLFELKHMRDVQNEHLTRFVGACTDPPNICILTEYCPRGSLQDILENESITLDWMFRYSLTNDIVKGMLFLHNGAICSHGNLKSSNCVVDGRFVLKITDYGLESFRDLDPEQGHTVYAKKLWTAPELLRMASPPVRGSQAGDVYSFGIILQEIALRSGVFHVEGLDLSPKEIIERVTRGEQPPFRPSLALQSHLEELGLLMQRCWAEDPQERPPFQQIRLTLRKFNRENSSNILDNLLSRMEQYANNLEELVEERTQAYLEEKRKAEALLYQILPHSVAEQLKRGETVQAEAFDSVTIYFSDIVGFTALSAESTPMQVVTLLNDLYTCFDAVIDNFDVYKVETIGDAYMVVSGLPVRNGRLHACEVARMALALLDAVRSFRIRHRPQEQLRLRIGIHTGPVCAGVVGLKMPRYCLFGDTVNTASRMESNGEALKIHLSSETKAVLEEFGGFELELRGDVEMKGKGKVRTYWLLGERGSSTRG
DAX1 inh-2: DAX1 (NR0B1) inhibitors on StAR promoter, primary screen, cell-based, luminescence, SF-1 (NR5A1), full-length DAX-1. AID 652010, 2013. HEK293T StAR-luciferase reporter, SF-1/DAX-1 repression relief. 370,000 tested, 1.1% active. inhibition, % at 6.8 µM;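 active = inhibition above the mean over all tested compounds plus 3 SD, cut at about 3.6% in these data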;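 also: 0% = DAX-1 cells with DMSO and 100% = cells lacking DAX-1 with DMSO; higher inhibition means more luminescence from relief of DAX-1 repression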
FXN GAA850 act: FXN promoter activators, primary screen, cell-based, luciferase luminescence, HEK293 lucGAA850. HEK293 lucGAA850 FXN promoter luciferase reporter, 24 h; percent of 10 µM SAHA response. activation, % at 6 µM. 360,000 tested, 0.56% active;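 active = activation above the average of all compounds screened plus 3 SD, cutoff fixed separately per campaign, cut at about 7.5% in these data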;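 also: 0% = DMSO wells and 100% = 10 µM SAHA wells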
* hit, by the source's call; . = not tested or not shown.

Results follow in this order: SMARCA2 activ	sPLA2-III inh	KLK7 zymogen act	hgDAF12 agonist	hcDAF12 agonist	GC-B act	DAX1 inh-1	ssDAF-12 act	GC-A act	DAX1 inh-2	FXN GAA850 act
1	COc1cc(/C=N/NC(=O)Cc2c[nH]c3ccccc23)cc(OC)c1OC
    -1	-49	0.2	5.3	2.5	-6	0.0	-0.5	2	-0.3	1.7
2	NS(=O)(=O)c1ccc(CCNC(=O)c2cc3ccccc3oc2=O)cc1
    -3	2	-3.7	-1.1	0.1	-2	-0.5	-0.9	-3	-0.3	1.0
3	COC(=O)c1c(NC(=O)C(C)C)sc2c1CCN(Cc1ccccc1)C2
    -1	-3	-0.2	-3.3	-1.7	2	0.5	-1.5	5	-1.0	-1.3
4	O=C(CSc1ccccc1C(=O)O)Nc1cccc(C(=O)O)c1
    -1	0	0.4	4.0	-0.5	-3	0.8	-1.5	0	0.9	-0.8
5	Cc1ccc2nc(-c3ccncc3)[nH]c2c1
    3	-2	9.6	11*	3.7	3	4.0	0.2	3	2.5	6.7
6	CC(=O)c1ccc(NC(=O)CCC(=O)OCC(F)(F)C(F)F)cc1
    4	2	-0.6	-0.1	-2.0	4	1.6	-0.3	0	-0.4	0.3
7	Cc1sc2nc(CSC(C)C(=O)NC3(C#N)CCCCC3)[nH]c(=O)c2c1C (stereo unspecified)
    0	-2	-1.1	-1.6	2.3	-4	0.8	-1.3	-1	-0.2	-0.6
8	COc1ccc(CC(=O)Nc2nc(-c3ccc(OC)c(OC)c3)cs2)cc1OC
    -4	-8	0.0	-3.4	-5.4	2	-2.7	-2.0	8	-1.4	-6.0
9	Cc1cccc(-c2n[nH]c(=S)n2Cc2ccccc2)c1
    -4	11	-0.9	-2.8	-0.2	-2	2.7	-1.2	-1	-1.3	2.2
10	COc1ccc(C(=O)OCC(=O)NC(=O)NCc2ccccc2)cc1[N+](=O)[O-]
    3	-13	0.2	3.9	0.3	1	0.5	-0.3	-1	-1.3	-0.6
11	O=C(NCc1cc(C(F)(F)F)cc(C(F)(F)F)c1)C1CC(c2ccccc2F)=NO1 (stereo unspecified)
    1	3	0.2	-0.2	-0.2	2	1.0	-0.1	0	-0.6	2.9
12	COc1ccc(CCNC(=O)CN(CCc2ccccc2)S(C)(=O)=O)cc1OC
    -1	-1	-0.4	-1.9	0.2	2	0.5	-1.0	-7	-0.1	1.4
13	CC(=O)N=c1c(C#N)cc2c(=O)n3ccccc3nc2n1CCCOC(C)C
    -4	-3	35*	1.0	-0.6	-5	.	-0.5	8	-0.5	2.9
14	O=c1[nH]c(-c2cccnc2)nc2sc(-c3ccccc3)cc12
    -2	4	-2.6	5.0	-0.7	-9	2.9	-1.7	0	0.6	-3.4
15	Cc1cc(N2CCCC2=O)ccc1S(=O)(=O)NC1CCCCC1
    1	-2	-0.1	0.7	-2.1	-2	1.2	-0.8	5	-0.3	0.0
16	COc1ccc(OC)c(CNC(=O)C2CCCN(S(=O)(=O)N3CCC(C)CC3)C2)c1 (stereo unspecified)
    -3	2	-0.3	-0.6	-1.5	-3	0.7	-1.6	-3	-2.1	-2.5
17	CCCn1c(=N)c(S(=O)(=O)c2ccc(F)cc2)cc2c(=O)n3cccc(C)c3nc21
    -4	6	-1.3	-0.4	0.3	7	0.3	-1.0	9	-0.7	2.2
18	COc1ccc(-c2noc(CN(C(=O)c3cccs3)C(C)C)n2)cc1
    -3	-9	0.4	-3.0	-1.9	3	0.1	-1.8	0	-1.3	-1.4
19	O=C(c1ccc(Cl)cc1)C1CCCN(Cc2cnn(-c3ccccc3)c2)C1 (stereo unspecified)
    -4	-13	0.1	-0.2	0.8	-5	0.8	-0.9	1	-1.1	0.4
20	COC(=O)c1c(NC(=O)CSc2nc3ccccc3c(=O)n2-c2ccccc2)sc(C)c1C
    2	13	-0.2	-1.2	4.1	-1	-0.3	0.1	-6	0.2	1.8
21	COc1cc(OC)c(N(C)S(=O)(=O)c2cccc(C(=O)OCC(=O)N(C)Cc3ccccc3)c2)cc1Cl
    -1	6	-0.4	2.2	0.2	2	-1.5	-1.3	-5	0.2	-0.7
22	NC(=O)CSc1nc2c(c(=O)n1-c1ccccc1)C1(CCCCC1)Cc1ccccc1-2
    -3	1	-0.3	-0.3	0.7	-7	-0.3	-1.5	-24	-0.2	-1.1
23	Cc1cc(S(=O)(=O)Nc2ccc(C(=O)N3CC(C)OC(C)C3)cc2)ccc1F (stereo unspecified)
    -1	-12	0.3	0.4	0.6	-2	2.0	-1.1	1	0.0	0.8
24	C=CC(c1ccccc1)C(C(=O)c1ccccc1)N(C)C (stereo unspecified)
    2	0	0.4	1.3	-0.8	1	0.1	-0.7	-1	0.6	-2.3
25	COC(=O)Cc1c(C)c2cc(Cl)c(OC(=O)c3ccco3)cc2oc1=O
    0	-2	88*	0.8	-0.6	-2	0.7	-1.7	6	-0.2	-0.4
26	CC(C)C(C(=O)NCc1ccco1)N(CC1CCCO1)C(=O)CNS(=O)(=O)c1ccccc1 (stereo unspecified)
    0	-8	-0.8	0.0	-1.0	0	-1.1	-1.2	-3	0.5	-1.4
27	CC(O)c1nc2c(c(=O)n(C)c(=O)n2C)n1C (stereo unspecified)
    -1	-1	0.5	1.6	-1.1	-1	1.0	-1.2	6	0.1	1.8
28	COc1ccc(C(=O)Nc2nc3ccccc3[nH]2)cc1
    -4	13	-0.4	-5.8	0.5	-1	-4.2	-0.9	-3	0.1	-7.1
29	COC(=O)C1=C(C)N(Cc2cccc(C(F)(F)F)c2)C(=NCc2ccc(OC)cc2)NC1c1ccc(F)cc1 (stereo unspecified)
    -5	-16	-0.3	2.4	0.1	-17	.	-0.7	-20	0.9	.
30	O=c1cc(-c2ccc(F)cc2)[nH][nH]1
    -3	-68	-0.2	-3.4	-3.0	5	-1.0	-1.1	-2	-0.6	-1.3
31	O=C(Nc1nc(-c2cccs2)cs1)c1ccco1
    6	1	-0.1	11*	3.8	-2	2.5	-0.2	8	4.1*	3.4
32	CCC(C(=O)OCC(=O)NC1CCS(=O)(=O)C1)c1ccccc1 (stereo unspecified)
    -4	2	-0.2	2.7	-0.8	-2	0.6	-1.1	0	3.5	-0.7
33	COc1ccc(NC(=O)Cn2nnc(-c3ccccc3)c2COc2ccc3ccccc3c2)cn1
    -1	-24	0.6	-2.8	-1.3	4	.	-1.5	1	-0.1	0.0
34	O=C(CSc1nc2ccccc2[nH]1)c1ccco1
    6	-25	-0.8	4.5	2.5	-4	2.3	-0.4	1	0.2	3.0
35	CCc1cc(-c2n[nH]c(=S)n2Cc2ccccc2)cs1
    -1	12	-0.8	-0.8	-2.2	-2	0.2	-1.5	1	0.4	0.7
36	O=C(CN1CCCCC1)NC(=O)NC1CCCC1
    2	1	0.4	1.5	-0.7	1	0.0	-0.8	4	-0.2	3.1
37	CC(=O)Nc1ccc(C(=O)CSc2nnc(Cc3ccccc3)o2)cc1
    2	-51	0.4	1.4	-0.3	3	-0.6	-0.9	3	-0.1	-0.4
38	Cc1ccc(SCCC(=O)N/N=C/c2cccnc2)cc1
    -1	-2	-0.3	0.2	0.7	2	1.6	-1.7	0	-0.9	-0.2
39	COc1ccc(Cl)cc1S(=O)(=O)N1CCC(C(=O)N2CCOCC2)CC1
    2	4	-0.5	-2.0	0.3	2	0.0	-0.8	5	0.3	1.8
40	N/C(=N\c1nc2ccccc2o1)NC(=O)c1ccc(Cl)cc1
    1	-1	0.1	4.0	-1.0	-1	0.0	-1.4	2	-0.7	2.7
41	COCCC1CCCCN1C(=O)c1cccc(OC2CCN(C3CCCC3)CC2)c1 (stereo unspecified)
    1	-4	-0.1	-1.1	0.4	1	0.0	-1.2	-2	1.4	0.5
42	Cc1ccc(N/C(N)=N/c2nc(C(F)(F)F)cc(C(F)(F)F)n2)cc1
    -2	2	-0.2	2.1	0.9	1	1.3	-0.5	0	0.0	1.8
43	CCN(CC)CCNC(=O)c1cc2cc3ccc(OC)cc3nc2o1
    0	9	24*	1.6	0.4	0	3.2	-1.5	3	0.8	3.8
44	CCCCCOc1ccc(C(=O)OC(C)C(=O)NCc2ccco2)cc1 (stereo unspecified)
    1	-13	1.1	1.7	-0.3	1	0.8	-1.2	-1	0.1	1.4
45	Cc1cc(CCC(=O)O)c(C)cc1CCC(=O)O
    -1	2	-0.9	0.8	-1.6	0	0.8	-0.9	1	-0.3	0.4
46	CCN(CC)c1ccc(Nc2nc(-c3cccnc3)cs2)cc1
    3	14	0.1	5.7	-0.1	-2	0.1	-1.0	-6	0.1	4.3
47	COc1ccc(C2=NN(CCC(=O)NC3CCCCC3C)C(=O)CC2)cc1 (stereo unspecified)
    -3	11	0.1	0.3	-0.8	-4	-1.2	-1.5	-8	0.1	-2.2
48	COc1ccc(-c2nc3c(Cl)cc(C(F)(F)F)cn3c2Cc2ccsc2)cc1OC
    2	-9	-0.9	-0.4	-0.7	7	.	-0.5	9	0.0	.
49	Cc1ccnc(NS(=O)(=O)c2ccc(NS(=O)(=O)c3cccs3)cc2)n1
    -2	-9	0.0	-0.1	-1.0	4	-0.9	-0.8	4	-0.9	-2.0
50	CN(CC(=O)Nc1ccccc1Cl)C(=O)c1cc2c(s1)CCCCC2
    -2	0	-0.3	2.5	-0.8	2	-0.7	-0.9	3	-1.9	1.1
51	C[C@]12CCC(=O)C=C1C=CC1C2CC[C@@]2(C)C1CC[C@@]21CCC(=O)O1 (stereo partly specified)
    3	-8	0.4	-2.5	-1.9	-1	0.9	-1.1	0	-0.6	2.8
52	C[C@@H]1O[C@@H](O[C@H]2[C@H](O)[C@@H](O)[C@H](Oc3c(-c4ccc(O)cc4)oc4cc(O)cc(O)c4c3=O)O[C@@H]2CO)[C@H](O)[C@H](O)[C@H]1O
    3	3	-0.2	0.0	-0.8	1	2.5	-1.6	-2	-0.3	1.3
53	O=C(O)c1ccc(Cl)c(S(=O)(=O)Nc2ccc(S(=O)(=O)N3CCCC3)cc2)c1
    -2	-5	-0.1	1.1	-1.0	2	0.8	-1.1	1	-0.2	0.9
54	COc1ccc(/C=C\C(=O)c2c(O)ccc3c(C)cc(=O)oc23)cc1
    2	-3	0.4	-1.3	-0.9	3	-1.1	-1.3	-4	-1.0	0.3
